MCL1-BIM inh = MCL1-BIM-BH3 interaction inhibition (human) | Q07820 | GST-MCL1 / FITC-Bim-BH3 fluorescence polarization | inhibition, % at 10.9 µM | 320,000 tested, 0.68% active | AID 2057;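 active = inhibition above the mean inhibition of all tested compounds plus 3 SD, set per campaign, cut at about 40% in these data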;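 also: 0% = DMSO wells and 100% = unlabeled Bim-BH3 peptide control; higher means more loss of mP so more displacement of Bim peptide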
Target sequence (Q07820 whole entry, looked up): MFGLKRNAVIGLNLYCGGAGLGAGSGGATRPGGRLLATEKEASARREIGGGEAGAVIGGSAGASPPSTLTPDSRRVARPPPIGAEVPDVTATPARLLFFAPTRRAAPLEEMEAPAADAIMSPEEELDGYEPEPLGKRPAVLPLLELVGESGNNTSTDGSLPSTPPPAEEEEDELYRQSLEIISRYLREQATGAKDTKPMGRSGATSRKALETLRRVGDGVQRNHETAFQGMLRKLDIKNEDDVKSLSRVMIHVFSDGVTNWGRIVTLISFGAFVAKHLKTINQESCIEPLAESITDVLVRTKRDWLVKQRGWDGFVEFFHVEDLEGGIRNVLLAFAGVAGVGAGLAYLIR
GLD-1 RNA inh = GLD-1-TGE RNA interaction inhibition (C. elegans) | Q17339 | purified GLD-1 + fluorescein TGE RNA, fluorescence polarization | inhibition, % at 5.96 µM | 320,000 tested, 0.44% active;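 active = percent inhibition above a per-plate cutoff, the plate mean of test compounds plus 3 SD, cut at about 30% in these data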;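 also: 0% = DMSO wells with GLD-1 and probe and 100% = wells lacking GLD-1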
GSTO1 inh = blocks human GSTO1 in RBBP9 counter-screen. P78417. inhibition, % at 5.96 µM. 300,000 tested, 1.1% active. recombinant GSTO1, activity-based probe fluorescence polarization;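 active = inhibition above the campaign mean inhibition plus 3 SD, cut at about 35% in these data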;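 also: 0% = GSTO1-1 with DMSO and 100% = wells lacking GSTO1-1 enzyme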
MEX-5 binding = C. elegans MEX-5 TCR-2 RNA binding activity | MEX-5/FITC-TCR2 RNA binding, fluorescence polarization; hits give low values | 300,000 tested, 0.38% active | activity score (negative = inhibition of binding), % at 10 µM | AID 1832;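 active = inhibition past about -25% in most replicates, and total fluorescence under double the plate's negative control median, limit read from the data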;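 also: 0% = DMSO and -100% = 5 µM competing unlabeled TCR2 RNA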
PME-1 primary = PME-1 (human) inhibition; recombinant PME-1, FP-Rh probe fluorescence polarization; inhibition, % at 5.9 µM; AID 2130; Q9Y570; 320,000 tested, 0.53% active;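 active = inhibition above the campaign mean of all compounds plus 3 SD, cut at about 26% in these data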;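 also: competitive labeling of PME-1 active site by serine hydrolase directed probe; 0% = PME-1 with DMSO and 100% = wells lacking PME-1 enzyme; inhibitors block probe labeling so polarization falls and inhibition rises; many of its hits are not listed in these tables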
TPT1 inhibitor = inhibitors of Candida albicans tRNA 2'-phosphotransferase TPT1; recombinant caTPT1, FP RNA substrate dephosphorylation; inhibition, % at 5 µM; 300,000 tested, 0.81% active; AID 1962;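 active = inhibition above the mean of all tested compounds plus 3 SD, set per screening campaign, cut at about 24% in these data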;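 also: plate controls were DMSO alone for no effect and ferristatin control at 100 nM for full effect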
Fam108B inh = Fam108B inhibition, counter-screen for RBBP9 inhibitors; AID 1947; 300,000 tested, 0.33% active; recombinant Fam108B, FP-Rh probe fluorescence polarization; inhibition, % at 9.51 µM;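 active = inhibition above the screen mean inhibition plus 3 SD, computed separately per campaign, cut at about 18% in these data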;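 also: inhibitors lower polarization as less probe binds the enzyme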
PAD4 inh = blocks human protein arginine deiminase 4; inhibition, % at 6.36 µM; 330,000 tested, 0.41% active; AID 485272; recombinant PAD4, RCA probe fluorescence polarization;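 active = percent inhibition above a cutoff equal to the mean of all tested compounds plus 3 SD, cut at about 15% in these data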;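 also: 0% = PAD4 with RCA probe and DMSO and 100% = probe without PAD4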
Target sequence (Q9UM07 whole entry, looked up): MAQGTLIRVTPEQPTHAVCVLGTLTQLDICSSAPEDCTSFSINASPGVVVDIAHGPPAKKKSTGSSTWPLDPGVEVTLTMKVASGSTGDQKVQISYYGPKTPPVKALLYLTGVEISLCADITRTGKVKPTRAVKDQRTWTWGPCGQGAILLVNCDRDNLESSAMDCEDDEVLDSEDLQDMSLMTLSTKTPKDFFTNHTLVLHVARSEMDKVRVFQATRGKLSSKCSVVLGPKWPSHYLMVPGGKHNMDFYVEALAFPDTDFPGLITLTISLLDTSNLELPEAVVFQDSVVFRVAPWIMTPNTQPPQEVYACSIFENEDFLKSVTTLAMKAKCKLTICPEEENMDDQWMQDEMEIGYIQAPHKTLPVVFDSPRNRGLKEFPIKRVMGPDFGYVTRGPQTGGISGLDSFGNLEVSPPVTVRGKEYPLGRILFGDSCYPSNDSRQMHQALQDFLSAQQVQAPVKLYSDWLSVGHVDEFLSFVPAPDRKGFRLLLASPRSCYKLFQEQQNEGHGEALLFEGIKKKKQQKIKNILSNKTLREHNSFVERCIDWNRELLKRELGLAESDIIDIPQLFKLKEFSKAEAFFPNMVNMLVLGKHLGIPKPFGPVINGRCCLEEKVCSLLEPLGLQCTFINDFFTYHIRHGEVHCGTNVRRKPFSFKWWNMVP
BCLXL inh = Bcl-xL (human) inhibition; 320,000 tested, 0.7% active; AID 2129; Q07817; GST-Bcl-xL / FITC-Bim BH3 peptide fluorescence polarization; inhibition, % at 10.9 µM;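 active = inhibition above the mean of all tested compounds plus 3 SD, cutoff set per campaign, cut at about 30% in these data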;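 also: 0% = DMSO wells and 100% = unlabeled Bim-BH3 peptide competitor; inhibitors lower millipolarization by displacing the labeled peptide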
Numbers without * were called inactive; x = no result given. These rows are one share of the data; count on the stated rates, not on these rows.

SMILES	MCL1-BIM inh	GLD-1 RNA inh	GSTO1 inh	MEX-5 binding	PME-1 primary	TPT1 inhibitor	Fam108B inh	PAD4 inh	BCLXL inh
Cc1ccc(C)c(C(=O)CSc2nnnn2-c2cccnc2)c1	-1.4	0.7	1.0	1.7	-8.5	-0.3	-3.8	-0.6	2.1
O=C(Nc1nnc(Cc2ccc([N+](=O)[O-])cc2)s1)Nc1ccccc1F	8.0	7.5	-6.5	0.9	3.6	-1.4	-4.7	-4.0	-4.5
CCOc1ccc(-c2cc(NC(=O)Cn3ncc4c3-c3ccccc3OC4)on2)cc1OCC	3.7	6.5	6.6	-1.9	-11.9	-0.5	-0.5	0.5	1.3
O=C(Cc1cccs1)Nc1cccc(C(=O)Nc2ccc(C(=O)O)cc2)c1	3.2	3.6	0.8	-3.5	-1.8	-0.9	0.3	0.9	5.4
Cc1ccc2nc(Cc3ccc(N)cc3)oc2c1	-0.9	1.8	3.4	-0.7	-0.3	-4.3	-4.7	-0.3	-0.6
O=c1[nH]c2cc3c(cc2cc1CN(Cc1nnnn1C1CCCC1)C1CCCC1)OCCO3	13.8	10.4	-1.4	2.5	5.6	1.5	2.0	-6.5	17.6
COc1ccc(C[C@H]2CN3C(=NC[C@@H]3Cc3ccccc3)N2CCNC(=O)CCC2CCCCC2)cc1	3.5	6.2	1.9	0.3	-6.2	-3.8	-4.7	0.9	5.1
COc1ccc(C)cc1NC(=O)CN1CCN(CC(=O)Nc2ccccc2F)CC1	3.9	0.0	4.9	1.6	1.5	-5.7	-1.8	-1.5	4.7
COC(=O)Cn1c(=NC(=O)c2cccc(OC)c2)sc2cc(OC)ccc21	3.9	-3.0	3.3	-0.9	-4.2	0.9	-9.7	0.8	2.5
COc1ccccc1NC(=O)CN1CCCCCC1	4.6	-7.2	3.2	0.3	-0.6	1.8	-3.1	1.7	7.4

Whole records, looked up by structure:
`COC(=O)Cn1c(=NC(=O)c2cccc(OC)c2)sc2cc(OC)ccc21` as listed: MCL1-BIM inh = 3.9; GLD-1 RNA inh = -3.0; GSTO1 inh = 3.3; MEX-5 binding = -0.9; PME-1 primary = -4.2; TPT1 inhibitor = 0.9; Fam108B inh = -9.7; PAD4 inh = 0.8; BCLXL inh = 2.5
`COc1ccc(C[C@H]2CN3C(=NC[C@@H]3Cc3ccccc3)N2CCNC(=O)CCC2CCCCC2)cc1` as listed: MCL1-BIM inh = 3.5; GLD-1 RNA inh = 6.2; GSTO1 inh = 1.9; MEX-5 binding = 0.3; PME-1 primary = -6.2; TPT1 inhibitor = -3.8; Fam108B inh = -4.7; PAD4 inh = 0.9; BCLXL inh = 5.1

7 compounds already listed, ordered by heavy-atom count, smallest number first:
SMILES	MCL1-BIM inh	GLD-1 RNA inh	GSTO1 inh	MEX-5 binding	PME-1 primary	TPT1 inhibitor	Fam108B inh	PAD4 inh	BCLXL inh
Cc1ccc2nc(Cc3ccc(N)cc3)oc2c1	-0.9	1.8	3.4	-0.7	-0.3	-4.3	-4.7	-0.3	-0.6
COc1ccccc1NC(=O)CN1CCCCCC1	4.6	-7.2	3.2	0.3	-0.6	1.8	-3.1	1.7	7.4
O=C(Nc1nnc(Cc2ccc([N+](=O)[O-])cc2)s1)Nc1ccccc1F	8.0	7.5	-6.5	0.9	3.6	-1.4	-4.7	-4.0	-4.5
COc1ccc(C)cc1NC(=O)CN1CCN(CC(=O)Nc2ccccc2F)CC1	3.9	0.0	4.9	1.6	1.5	-5.7	-1.8	-1.5	4.7
O=c1[nH]c2cc3c(cc2cc1CN(Cc1nnnn1C1CCCC1)C1CCCC1)OCCO3	13.8	10.4	-1.4	2.5	5.6	1.5	2.0	-6.5	17.6
CCOc1ccc(-c2cc(NC(=O)Cn3ncc4c3-c3ccccc3OC4)on2)cc1OCC	3.7	6.5	6.6	-1.9	-11.9	-0.5	-0.5	0.5	1.3
COc1ccc(C[C@H]2CN3C(=NC[C@@H]3Cc3ccccc3)N2CCNC(=O)CCC2CCCCC2)cc1	3.5	6.2	1.9	0.3	-6.2	-3.8	-4.7	0.9	5.1

Next section
SMILES	MCL1-BIM inh	GLD-1 RNA inh	GSTO1 inh	MEX-5 binding	PME-1 primary	TPT1 inhibitor	Fam108B inh	PAD4 inh	BCLXL inh
CCOC(=O)CNS(=O)(=O)Cc1ccccc1	10.3	0.3	x	x	3.9	x	x	-1.5	4.0
COC(=O)Cn1c2[n+](c3ccccc31)CC(O)CS2 (stereo not drawn)	-0.2	9.6	7.3	1.0	-7.5	-1.6	0.7	3.5	-2.5
CCN(CC)CCCNC(=O)C1CCCN(c2nnc(N3CCCC3=O)s2)C1 (stereo not drawn)	3.3	8.2	-2.4	-4.5	-4.3	1.6	-1.4	-6.5	4.3
O=[N+]([O-])c1ccc(O)c(C(C#Cc2ccccc2)N2CCOCC2)c1 (stereo not drawn)	-2.7	-6.5	-5.3	-3.9	7.2	1.3	2.4	2.6	0.8
Cc1noc(C)c1COc1ccccc1C(=O)NNC(=O)c1ccccc1	-3.5	2.5	0.6	2.9	0.5	1.2	2.2	-1.4	2.0
OC1C2(Cc3ccccc3)CN3CCN(C2)CC1(Cc1ccccc1)C3 (stereo not drawn)	-2.4	0.7	14.7	2.0	-0.8	-4.3	-0.6	1.7	4.0
CCc1cccc(NC(=O)CN(C)S(=O)(=O)c2cccs2)c1	-4.1	0.2	6.8	4.0	-1.8	0.4	3.4	0.8	-7.5
O=C(COC(=O)C1COc2ccccc2O1)Nc1cccc(S(=O)(=O)N2CCCCC2)c1 (stereo not drawn)	-7.1	1.3	6.9	2.2	-0.4	2.5	0.0	-3.5	-3.5
CCC(=O)Nc1cccc(NC(=O)c2cccc([N+](=O)[O-])c2C)c1	-10.4	4.8	2.2	2.4	7.5	1.1	0.5	0.9	-5.1
COc1ccc(-c2nnc(SCC(=O)c3ccc[nH]3)o2)cc1	7.8	6.7	-3.3	x	4.0	0.3	2.8	-3.4	2.6
Cc1csc(NC(=O)CN2C(=O)C3CC=CCC3C2=O)n1 (stereo not drawn)	3.9	-2.8	-6.0	4.8	10.4	-2.0	-0.5	0.7	5.7
CN(C)CCOC1c2ccccc2CSc2ccccc21 (stereo not drawn)	1.5	6.5	-15.5	2.6	-3.4	-4.8	-1.7	-5.9	6.1
O=C(C1CCCN(S(=O)(=O)c2cccc3nonc23)C1)N1CCN(c2ccccc2Cl)CC1 (stereo not drawn)	0.4	-4.6	5.5	2.5	3.5	-1.2	-3.4	-3.3	3.3
CN(C)CCCN(C(=O)c1cc(Cl)sc1Cl)c1nc2cc3c(cc2s1)OCO3	-0.3	-2.7	0.6	-0.2	-8.2	-3.0	-5.9	-1.3	-1.7
CCCCCn1c(CN2CCN(C(=O)c3ccco3)CC2)nc2c1c(=O)n(C)c(=O)n2C	1.2	3.7	6.8	1.3	-2.7	-3.3	-0.3	-0.3	4.6
Cc1cccnc1NC(=O)c1c(O)c2cccc3c2n(c1=O)CCC3	3.2	1.5	11.4	-0.9	-2.3	-5.2	-2.4	0.1	2.1
CCN(C(=O)Cn1c(=O)oc2ccccc21)C1CCS(=O)(=O)C1 (stereo not drawn)	-1.6	5.0	-1.0	-1.8	2.5	-1.8	-4.5	3.7	2.2
N/C(=N\OC(=O)c1cccc(Cl)c1)c1ccccn1	2.6	-2.0	1.0	2.9	-2.2	2.3	-0.1	-3.5	3.0
COc1ccc(-c2ccc3c(c2)S(=O)(=O)c2cccc(C(=O)NC4CCCC4)c2C3=O)cc1OC	2.4	2.0	x	x	-2.7	x	x	-3.1	-0.2
O=C(O)c1ccc(NCCc2ccc(Cl)cc2)c([N+](=O)[O-])c1	9.9	4.6	-2.8	-3.6	3.8	-2.4	-1.2	3.6	10.6
CCn1c(=O)c(C(=O)NNS(=O)(=O)c2ccc(NC(=O)OC)cc2)c(O)c2ccccc21	1.2	1.4	1.1	0.4	-0.8	0.4	5.9	0.2	1.1
CC(C)N1CCN(Cc2cccn2-c2nccs2)CC1CCO (stereo not drawn)	2.0	-13.2	-2.3	0.4	-4.0	-3.0	-2.5	0.2	2.7
Cc1cc(Cl)c(OCCOCCN2CCCC(C)C2)c(Br)c1 (stereo not drawn)	-2.1	5.5	1.2	-1.9	0.9	-1.0	4.3	-2.6	-3.6
CSc1nnc(CCNS(=O)(=O)c2ccccc2Br)n1C	2.1	1.9	7.2	1.1	0.7	-0.5	6.3	-0.9	0.3
O=C(CSc1nc(-c2ccco2)cc(C(F)(F)F)n1)N1CCN(c2ccc(Cl)cc2)CC1	-0.5	-0.9	-3.4	1.7	-8.8	-4.9	0.7	-1.5	-0.5
CC1CCN(CCCNC(=O)C2CCN(S(=O)(=O)N3CCCCC3)CC2)CC1	4.9	4.8	8.3	1.4	-2.3	3.1	-2.9	0.0	1.3
Cc1ccc(C)c(Cn2nnc3c(=O)[nH]c(C4CCN(S(=O)(=O)c5ccc(S(=O)(=O)NC6CC6)cc5)CC4)nc32)c1	-5.0	5.2	-12.0	-0.6	-12.2	-7.7	-19.2	1.4	-0.4
Cc1ccc(NC(=O)Cn2nnc(C(=O)NCc3cccs3)c2N)c(C)c1	-3.1	-2.7	-7.3	-3.0	-7.6	-7.5	1.2	1.5	-3.6
Cc1occc1-c1nnc(SCC(=O)N(C)C)o1	-0.3	-2.4	-2.4	-2.0	1.5	-3.0	2.5	1.6	-1.4
CCOC(=O)C1(CCOc2ccccc2)CCN(Cc2ccncc2)CC1	10.1	4.7	-2.1	-0.9	-2.9	15.7	1.6	3.9	7.0
COc1ccc(Cc2nnc(NC(=O)c3ccc(F)cc3)s2)cc1OC	-0.7	5.2	5.2	0.0	-10.1	-1.9	-2.0	1.2	2.5
Cc1cccc(Sc2ccc([N+](=O)[O-])cn2)c1	-3.9	4.1	-4.4	-0.1	3.3	0.7	-1.2	0.5	5.7
N#Cc1nc(Cc2cccc3ccccc23)oc1NCc1ccc(F)cc1	2.3	1.9	-0.9	-0.3	-10.7	-6.6	-7.8	1.2	-0.7
CCN(CC)CC(=O)Nc1sc2c(c1C(=O)c1ccccc1OC)CCC2	-2.1	3.1	0.1	1.5	-4.1	0.8	-1.0	-6.0	-0.2
N#Cc1nc(-c2cccs2)oc1NCc1ccc2c(c1)OCO2	10.3	0.5	10.1	0.9	1.0	-4.4	5.0	2.7	-6.2
O=C(Cc1ccc(Br)cc1)N1CCN(C(=O)c2ccccc2)CC1	4.9	3.5	x	x	-1.3	x	x	3.7	1.2
COc1ccc(-c2csc(Nc3ncccn3)n2)cc1C	-0.6	3.9	-1.6	1.9	-1.8	0.9	-6.0	0.1	-1.4
COc1ccccc1N1CCN(CC(=O)NCCc2ccc(S(N)(=O)=O)cc2)CC1	3.3	-1.3	3.4	-1.5	1.9	-1.7	0.1	-2.0	4.0
CC(C)(C)CN1CCNC(=O)C1CC(=O)N1CCN(c2ccccc2)CC1 (stereo not drawn)	4.7	1.0	8.1	-2.1	1.8	-4.2	0.5	0.0	8.9

Bioassay records as filed in PubChem BioAssay.
